LAP4-GFP MLPCN – modulators of TOR pathway LAP4-GFP in S. cerevisiae; S. cerevisiae LAP4-GFP multiplex, flow cytometry GFP, 3 h; median GFP as percent of DMSO wells; AID 2023; 320,000 compounds, 0.34% hits; GFP response vs DMSO, % at 10 µM;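 active = GFP response vs DMSO above a set limit, about the screen mean plus 3 SD, cut at about 150% in these data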
procasp7 counter – counter-screen for procaspase-3 activators: activators of human procaspase-7. AID 463210. P55210. recombinant procaspase-7, Ac-DEVD-pNA absorbance 405 nm; D23A/D198A/D206A triple mutant, cannot self-cleave; scale: DMSO 0, 5 µM enzyme 100. activation, % at 8.5 µM. 330,000 compounds, 0.093% hits;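 active = percent activation above the screen-wide mean plus 3 SD, cut at about 25% in these data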
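Assay system: Uncleavable procaspase-7 mutant enzyme | Input: 2 µM procaspase-7 mutant as dispensed | Timing: 1 h compound preincubation, 2 h substrate cleavage, 25 °C | Repeats: One well per compound | Control set: DMSO wells as 0%, DMSO with 5 µM added PC-7 as 100% | Technique: Epi-absorbance of released pNA at 405 nm, two timepoints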
AHR act – activators of human aryl hydrocarbon receptor. P35869. AHR-responsive luciferase reporter cells, luminescence. activation, % at 5 µM. 320,000 compounds, 2.5% hits. AID 2796; in the data active = activation above about 47%;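 note: 0% = vehicle wells and 100% = reference agonist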
RPL19A TOR yeast – alters RPL19A-GFP fluorescence in TOR pathway yeast screen; percent response vs DMSO, % at 10 µM; 330,000 compounds, 0.3% hits; S. cerevisiae RPL19A-GFP strain, flow cytometry, 3 h; active compounds read low;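 active = percent response vs DMSO below 50%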;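 note: median channel GFP fluorescence of the barcoded RPL19A-GFP strain; ratio of sample median GFP to plate DMSO average so 100% = DMSO; lower means less RPL19A-GFP as with rapamycin TOR inhibition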
ZTA DNA inh – ZTA (EBV) inhibition in EBNA-1 counter-screen | ZTA-DNA binding, fluorescence polarization | 320,000 compounds, 0.15% hits | inhibition, % at 11 µM; in the data active = inhibition above about 33%
procasp3 activ – activators of human procaspase-3 | P42574 | recombinant procaspase-3 D3A, Ac-DEVD-pNA absorbance 405 nm | activation, % at 8.5 µM | 330,000 compounds, 0.11% hits;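 active = activation above the mean of all tested compounds plus 3 SD, cut at about 21% in these data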;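 note: 0% = DMSO alone and 100% = DMSO wells spiked with extra 5 µM PC-3 D3A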
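System: Procaspase-3 D3A mutant. Medium: Zinc-free 300 mM NaCl, 50 mM HEPES, 0.01% Triton X-100. Schedule: 1 h preincubation plus 2 h reaction at 25 °C. Measured by: 405 nm absorbance of p-nitroaniline, reads at 0 and 120 min. Read-out: percent activation relative to control range.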
MEP2-GFP yeast – alters MEP2-GFP fluorescence in TOR pathway yeast screen. S. cerevisiae MEP2-GFP strain, flow cytometry GFP, 3 h; 100% = DMSO control level. GFP response vs DMSO, % at 10 µM. 330,000 compounds, 0.51% hits. AID 2016;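 active = GFP response versus DMSO above a set limit, roughly screen mean plus 3 SD, cut at about 180% in these data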;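 note: median GFP fluorescence of the barcode-gated MEP2-GFP cells per well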
EBNA-1 inh – blocks EBNA-1 binding to DNA. EBNA-1 DNA binding, fluorescence polarization. inhibition, % at 14.8 µM. 300,000 compounds, 0.34% hits. AID 1950; in the data active = inhibition above about 28%
* hit, by the source's call; . = no result given; & = joins results of further samples; [ ] = another dose, or the depositor's remark. Not a hit list; overall some 3.8% were active at least once.

1	CCCC(C)c1nnc(NC(=O)COc2ccc3c(c2)OCO3)s1 (stereo not given)
2	CSC1=NCCN1C(=O)Cc1ccc(Cl)cc1
3	CC(=O)NN1C(=O)c2ccccc2NC1c1ccoc1 (stereo not given)
4	COc1ccc(NC(=O)COC(=O)CCCOc2ccc(Cl)cc2Cl)cc1
5	CN(CCCC(=O)NCc1ccc2c(c1)OCO2)S(=O)(=O)c1ccc([N+](=O)[O-])cc1
6	Cc1nc2c(c(=O)n1CCC(C)C)c1nc3ccccc3nc1n2CC1CCCO1 (stereo not given)
7	Cc1nn(-c2ccc(Br)cc2)c(=O)c2ccccc12
8	CN(CC(=O)Nc1cccc(F)c1)C(=O)c1cc(-c2ccco2)nc2ccccc12

assay / compound,1,2,3,4,5,6,7,8
LAP4-GFP MLPCN,83.3,103.8,103.8,97.2,107.8,96.0,106.2,106.4
procasp7 counter,-11.8,2.4,1.2,1.1,0.1,4.3,-2.1,-10.1
AHR act,53.0*,-0.8,3.2,0.6,-1.8,0.1,56.9*,4.7
RPL19A TOR yeast,102.6,97.3,98.0,99.3,97.9,98.9,106.7,99.7
ZTA DNA inh,-15.9,6.1,2.2,-19.8,-17.4,-3.9,-4.7,-11.6
procasp3 activ,5.5,-0.2,1.2,-3.0,5.7,3.3,-2.6,-8.6
MEP2-GFP yeast,101.3,104.3,103.7,99.9,98.9,99.8,99.7,103.7
EBNA-1 inh,-5.2,3.5,-6.5,-5.2,-4.8,5.6,4.0,5.0

9	N/C(=N\OC(=O)CC1CCCCC1)c1ccc([N+](=O)[O-])cc1
10	O=C(NCCCN1CCCC1)Nc1ccc(F)cc1
11	O=C(CSc1nnc(Cc2cccs2)n1-c1ccc(Cl)cc1)NCc1ccc2c(c1)OCO2
12	Cc1cccc(C(=O)OCC(=O)N2CCCC2=O)c1[N+](=O)[O-]
13	N#CC(c1ccc(Cl)nn1)c1c(F)cccc1Cl (stereo not given)
14	CC1(C)CC(NC(=O)c2ccc3c(c2)OCO3)CC(C)(C)N1
15	Cc1c(C(=O)O)oc2c1C(O)CC(C)(C)C2 (stereo not given)
16	Cc1cccn2cc(CNS(=O)(=O)c3ccc4ccccc4c3)nc12

assay / compound,9,10,11,12,13,14,15,16
LAP4-GFP MLPCN,90.3,107.9,101.4,99.8,100.5,104.5,99.0,93.0
procasp7 counter,5.8,4.4,1.4,6.5,4.4,4.6,2.1&-1.8,-2.6
AHR act,-3.4,2.7,0.7,-0.8,-2.5,0.8,-3.9&-1.0,-0.3
RPL19A TOR yeast,104.5,103.6,100.8,94.2,98.8,103.4,96.6&92.2,97.7
ZTA DNA inh,-2.0,1.1,5.0,-1.8,11.9,4.1,2.4&-6.0,-12.8
procasp3 activ,2.4,-1.4,18.0,4.5,1.6,-6.2,-10.9&2.9,-5.4
MEP2-GFP yeast,104.6,102.4,102.3,98.4,101.0,108.8,94.2&87.0,97.2
EBNA-1 inh,3.3,3.4,10.0,1.1,-6.8,1.6,-4.4&0.1,-1.5

17	O=C(O)C1Cc2ccccc2CN1C(=O)c1ccccc1 (stereo not given)
18	Cc1cccc(-n2c(O)c(C=Nc3ccc(O)cc3)c3ccccc3c2=O)n1
19	CCCCCCn1c(SCC(=O)Nc2cc(C)on2)nc2ccccc2c1=O
20	COC(=O)CCNC(=O)Cc1c(C)n(C(=O)c2ccc(Cl)cc2)c2ccc(OC)cc12
21	CC(C)C(NC(=O)c1ccc(C(C)(C)C)cc1)C(=O)NCCc1ccccn1 (stereo not given)
22	Cc1nc2c(ncn2-c2ccccc2)c(=O)n1NC(=O)CN1CCN(C)CC1
23	CCCn1c(=N)c(S(=O)(=O)c2ccc(F)cc2)cc2c(=O)n3ccccc3nc21
24	CCCCN(Cc1ccccc1)c1ncnc2nc[nH]c12

assay / compound,17,18,19,20,21,22,23,24
LAP4-GFP MLPCN,98.3,101.5,98.2,101.9,94.5,102.4,89.1,97.2
procasp7 counter,7.4,-16.2,2.5,6.8,8.6,0.9,-24.2,5.3
AHR act,0.5,-3.3,2.6,-2.8,2.3,1.2,0.9,11.4
RPL19A TOR yeast,97.5,106.7,92.4,104.0,99.5,99.9,98.3,99.8
ZTA DNA inh,13.5,2.2,-7.6,-7.5,-1.8,2.1,14.2,8.8
procasp3 activ,9.2,-8.6,0.4,8.6,2.7,8.1,-28.6,-8.7
MEP2-GFP yeast,99.1,107.4,98.9,110.6,98.4,99.8,95.3,98.5
EBNA-1 inh,6.2,18.6,-8.8,-9.1,-2.1,-6.2,5.2,4.2

25	C/C(=N/OC(=O)C1CC1c1ccccc1)c1ccccc1 (stereo not given)
26	CCOC(=O)C1CCN(C(=O)COc2ccc(Cl)cc2)CC1
27	Cc1ccc(C)c(/C(O)=C2\C(=O)C(=O)N(CCCn3ccnc3)C2c2ccncc2)c1 (stereo not given)
28	COc1cc(C(=S)N2CCC(C)CC2)ccc1O
29	CC1(C)NC(=O)N(CC(O)Cn2nnc3ccccc32)C1=O (stereo not given)
30	Cc1ccc([N+](=O)[O-])cc1NC(=O)CN1CCCCC1
31	O=C(N[C@@H](Cc1ccccc1)C(=O)O)c1cccnc1
32	COc1cc(OC)cc(C(=O)N[C@H](C(=O)Nc2nc(-c3ccc(OC)c(OC)c3)cs2)C(C)C)c1

assay / compound,25,26,27,28,29,30,31,32
LAP4-GFP MLPCN,97.5,103.5,89.3,94.8,95.9,106.4,106.4,85.7
procasp7 counter,-2.3,11.5,-1.3,-4.7,-2.5,-2.3,2.8,-2.4
AHR act,2.9,-0.7,0.9,1.6,0.1,7.4,0.6,-0.8
RPL19A TOR yeast,91.3,100.9,104.0,99.7,101.8,105.4,99.3,95.3
ZTA DNA inh,0.3,6.6,1.0,-14.8,1.5,-8.2,-1.4,8.7
procasp3 activ,4.0,9.8,-7.8,2.0,5.2,6.9,12.3,7.7
MEP2-GFP yeast,98.1,102.5,99.2,99.5,108.9,100.6,104.3,96.4
EBNA-1 inh,-2.4,2.6,-7.9,-19.1,3.3,6.6,0.7,2.0

33	CC12C(=O)N(c3ccccn3)C(=O)C1C1C=CC2C1 (stereo not given)
34	CC(C)=CCc1c([C@@H]2CCc3ccc(O)cc3O2)cc2c(c1O)OC(C)(C)C=C2
35	Cc1cccc(C(=O)OCC(=O)N2CCN(C(=O)c3ccco3)CC2)c1O
36	CCN(CC)CCCCCCCCOC(=O)c1cc(OC)c(OC)c(OC)c1
37	CC(=O)c1ccc(S(=O)(=O)NC2CC(=O)N(c3ccc(C)cc3)C2)cc1 (stereo not given)
38	CCOC(=O)c1sc(=NC(=O)CCSc2ccccc2)n(C)c1C
39	CCc1ccccc1NC(=O)COc1cccc(-n2cnnn2)c1
40	COc1cccc(N2CC(C(=O)OC(C)C(=O)c3ccccc3)CC2=O)c1 (stereo not given)

assay / compound,33,34,35,36,37,38,39,40
LAP4-GFP MLPCN,102.0,103.8,93.0,102.6,98.6,106.1,79.8,93.9
procasp7 counter,4.8,4.1,1.3,-0.6,-4.3,-7.0,-0.5,-4.0
AHR act,4.2,3.4,-1.5,-1.1,0.0,1.1,6.2,1.7
RPL19A TOR yeast,99.9,95.6,102.8,99.0,96.5,94.2,83.6,93.7
ZTA DNA inh,20.2,4.3,.,-10.1,-0.7,8.1,11.6,-10.0
procasp3 activ,3.6,17.9,5.9,0.6,-7.2,-2.3,-1.0,9.5
MEP2-GFP yeast,110.5,104.6,96.7,98.6,99.8,97.4,91.0,101.4
EBNA-1 inh,7.2,-4.1,.,-0.1,-0.1,3.7,-2.4,-4.3

41	COC(=O)N(NC(=O)C(O)(c1ccccc1)c1ccccc1)c1ccccc1
42	CCCCc1nnc(NC(=O)C2=COCCO2)s1
43	Cc1cccc(N(CC(=O)Nc2ccccc2-c2ccccc2)S(=O)(=O)c2ccccc2)c1C
44	COc1ccc(C(=O)Nc2cccnc2)cc1C(=O)Nc1cccnc1
45	CCCOc1ccc(CCCN=C(N)N)cc1Cl
46	O=C(Nc1ccc(Oc2nnc(-c3ccccc3)c3ccccc23)cc1)c1ccccc1
47	CCOC(=O)c1sc(NC(=O)/C=C/c2cnn(CC)c2C)c(C(=O)OCC)c1C
48	CCCCn1c(N)c(N(CC(C)C)C(=O)c2ccc(-n3c(C)ccc3C)cc2)c(=O)[nH]c1=O
49	COc1ccc(/C=N/NC(=O)C(=O)/C=C2\NC3(CCCC3)Cc3ccccc32)cc1
50	CC(C)=C(NC(=O)c1ccccc1)C(=O)Nc1cccc(C)c1
51	CC(C)C1Nc2c(C(=O)O)cccc2C(Nc2ccccc2C(=O)O)C1(C)C (stereo not given)

assay / compound,41,42,43,44,45,46,47,48,49,50,51
LAP4-GFP MLPCN,111.8,95.7[may fluoresce green],105.5,87.2,101.4,90.4,109.7,111.5,91.7,91.3,107.5
procasp7 counter,-6.8,0.4,-4.1,-0.5,-1.9,13.6,-6.8,3.0,-3.9,6.6,-0.2
AHR act,3.0,7.4,2.8,3.3,3.6,-2.6,1.6,-0.2,6.6,-1.1,0.3
RPL19A TOR yeast,105.7,104.0[may fluoresce green],102.0,103.0,93.9,103.3,98.0,94.2,97.6,108.2,104.7
ZTA DNA inh,13.4,-0.1,-4.7,2.2,1.4,5.1,2.6,-8.8,-2.8,-4.2,-6.5
procasp3 activ,3.5,12.1,7.5,-6.6,-2.8,-3.2,-8.4,1.5,-3.3,0.2,-2.3
MEP2-GFP yeast,110.4,102.8[may fluoresce green],105.7,96.1,92.0,105.6,101.4,103.7,99.5,107.9,131.4
EBNA-1 inh,-4.8,-7.8,2.0,-5.9,3.1,6.7,3.6,-2.6,7.0,-2.5,-2.6

Some of the entries so far, as a markdown table.
| nr | structure | LAP4-GFP MLPCN | procasp7 counter | AHR act | RPL19A TOR yeast | ZTA DNA inh | procasp3 activ | MEP2-GFP yeast | EBNA-1 inh |
| --- | --- | --- | --- | --- | --- | --- | --- | --- | --- |
| 35 | Cc1cccc(C(=O)OCC(=O)N2CCN(C(=O)c3ccco3)CC2)c1O | 93.0 | 1.3 | -1.5 | 102.8 | . | 5.9 | 96.7 | . |
| 36 | CCN(CC)CCCCCCCCOC(=O)c1cc(OC)c(OC)c(OC)c1 | 102.6 | -0.6 | -1.1 | 99.0 | -10.1 | 0.6 | 98.6 | -0.1 |
| 37 | CC(=O)c1ccc(S(=O)(=O)NC2CC(=O)N(c3ccc(C)cc3)C2)cc1 (stereo not given) | 98.6 | -4.3 | 0.0 | 96.5 | -0.7 | -7.2 | 99.8 | -0.1 |
| 38 | CCOC(=O)c1sc(=NC(=O)CCSc2ccccc2)n(C)c1C | 106.1 | -7.0 | 1.1 | 94.2 | 8.1 | -2.3 | 97.4 | 3.7 |
| 39 | CCc1ccccc1NC(=O)COc1cccc(-n2cnnn2)c1 | 79.8 | -0.5 | 6.2 | 83.6 | 11.6 | -1.0 | 91.0 | -2.4 |
| 40 | COc1cccc(N2CC(C(=O)OC(C)C(=O)c3ccccc3)CC2=O)c1 (stereo not given) | 93.9 | -4.0 | 1.7 | 93.7 | -10.0 | 9.5 | 101.4 | -4.3 |
| 41 | COC(=O)N(NC(=O)C(O)(c1ccccc1)c1ccccc1)c1ccccc1 | 111.8 | -6.8 | 3.0 | 105.7 | 13.4 | 3.5 | 110.4 | -4.8 |
| 42 | CCCCc1nnc(NC(=O)C2=COCCO2)s1 | 95.7[may fluoresce green] | 0.4 | 7.4 | 104.0[may fluoresce green] | -0.1 | 12.1 | 102.8[may fluoresce green] | -7.8 |
| 43 | Cc1cccc(N(CC(=O)Nc2ccccc2-c2ccccc2)S(=O)(=O)c2ccccc2)c1C | 105.5 | -4.1 | 2.8 | 102.0 | -4.7 | 7.5 | 105.7 | 2.0 |
